# All columns: NCI-60 one-dose screen, growth in % after 48 h at 10 µM unless noted; 100 = growth as untreated, 0 = no growth, -100 = all killed.
# UO-31: UO-31 renal cancer; 81,000 compounds, 5.2% hits; AID 1794768
# SF-295: SF-295 CNS cancer cells | 79,000 compounds, 5.6% hits | AID 1794758
# TK-10: TK-10 renal cancer cells; 81,000 compounds, 3.9% hits
# U251: U251 CNS tumor cells; 80,000 compounds, 5.4% hits; AID 1794753
# SF-539: SF-539 CNS cancer; 81,000 compounds, 6.8% hits; AID 1794752
# SN12C: SN12C renal cancer cells. 81,000 compounds, 3.8% hits. AID 1794767
# PC-3: PC-3 prostate cancer cells; 80,000 compounds, 3.9% hits; AID 1794754
# DU-145: DU-145 prostate cancer; 81,000 compounds, 4.2% hits; AID 1794760
# 786-0: 786-0 renal cancer cells | 81,000 compounds, 5.1% hits | AID 1794775
# Active calls of the source: *; · = no result given; & = joins results of further samples; [ ] = dose if it differs, or a comment. How the source made its calls: active means growth percent below 10; inactive means the rest.
# Values run as follows: UO-31	SF-295	TK-10	U251	SF-539	SN12C	PC-3	DU-145	786-0
1	O=C1NC(=O)/C(=C/c2c(-c3ccccc3)nc3sc(COc4ccccc4)nn23)S1
    85	94	108	97	103	102	111	105	82
2	Clc1ccc(/C=C\c2ccncc2)cc1
    52	94	74	89	89	85	72	104	82
3	CCOC(=O)C(C#N)(CC)C(C)CC (stereo not drawn)
    90	111	124	101	106	108	99	123	108
4	CC(=O)N1N=C(c2sc(Nc3ccccn3)nc2C)CC1c1ccccc1F (stereo not drawn)
    44	39	53	45	59	47	23	55	40
5	COc1ccc(C2c3sc4ccc(C)cc4c3Oc3nc(N)nc(N)c32)cc1 (stereo not drawn)
    61	102	125	83	70	91	80	102	102
6	CN1CCN(c2cnc(C(=O)Nc3cc(F)cc4cccnc34)cn2)CC1
    43	94	69	80	72	62	21	72	56
7	O=[N+]([O-])c1ccc(O)cc1Br
    84	89	100	103	92	98	89	103	100
8	CCOC(=O)c1cc(C(=O)c2cc(OC)cc(OC)c2)n2ccc(-c3ccccn3)cc12
    83	99	103	86	89	94	91	102	100
9	O=C1c2ccccc2NC(n2sc3ccccc3c2=O)N1c1ccc(Cl)cc1 (stereo not drawn)
    89	93	99	85	98	92	96	95	78
10	COc1ccc2c(c1)O/C(=C/c1ccc(OCC(=O)Nc3ccccc3OC)cc1)C2=O
    86	97	106	90	94	96	91	104	94
11	CCCCn1c(=O)c(/C=C/C(=O)/C=C/c2ccc3c(c2)OCO3)cc2ccc(Cl)cc21
    83	112	·	97	102	95	96	103	102
12	COc1ccc(-c2cncn2-c2ccc(-c3nc4cc(OC)c(OC)c(OC)c4s3)cc2)cc1N
    16	50	83	56	88	72	30	93	55
13	N#Cc1c(NC(=O)c2ccccc2I)sc2c1CCCC2
    58	21	106	30	23	53	47	63	52
14	Oc1ccccc1C1SC(c2ccccc2O)SC(c2ccccc2O)S1 (stereo not drawn)
    60	107	89	82	90	82	75	92	108
15	COc1ccc(CSc2nc3ccc(Cl)cc3c(=O)n2Cc2ccccc2)cc1
    83	94	113	97	·	99	93	109	108
16	O=c1[nH][nH]c(=O)c2c([N+](=O)[O-])cccc12
    91	110	99	114	109	99	89	104	102
17	CC(C)NC(=O)OCc1c(COC(=O)NC(C)C)c(-c2ccc(Cl)c(Cl)c2)n2c1C[C@@H](O)C2
    105	93	122	104	·	94	88	99	103
18	COc1cc(-c2nc(NC(C)=O)sc2-c2ccnc(NCCNS(=O)(=O)c3ccc(Cl)cc3)n2)ccc1Cl
    101	91	102	105	98	91	76	104	93
19	O=C(NCc1ccccc1)c1ccc(Cl)cc1
    91&79	95&103	112&87	99&102	100&105	99&97	84&108	102&116	89&94
20	C=CC/C(=C/CCC)CCC
    114	113	103	·	112	107	101	112	108
21	Cc1ccc(C(=O)N2Cc3ccccc3CC2C(N)=O)c(C)c1 (stereo not drawn)
    92[50 µM]	91[50 µM]	108[50 µM]	101[50 µM]	101[50 µM]	98[50 µM]	98[50 µM]	114[50 µM]	108[50 µM]
22	O=C1NN=C2CCCCCCCCCCC12 (stereo not drawn)
    86	76	112	94	103	99	99	112	102
23	CCC1SC2=NCCN2C1(O)c1ccc(Cl)cc1 (stereo not drawn)
    79	101	103	103	96	103	100	111	114
24	COCC(OC)C(CC=C(C#N)C#N)OC (stereo not drawn)
    92	97	108	·	97	106	93	107	107
25	Cc1ccc(N=C=Nc2ccc(C)cc2)cc1
    98	106	129	110	115	102	93	·	112
26	CC1=C(C(=O)c2ccccc2)C(c2c(O)cc(O)cc2O)n2c(nc3ccccc32)N1 (stereo not drawn)
    76	101	148	107	97	105	96	111	108
27	CNC(=O)NC(C)(C)C
    87	99	102	104	100	106	99	111	101
28	Cc1nc(-c2cc3ccccc3c(N3CCN(C)CC3)n2)cs1
    67	93	98	96	85	90	87	109	93
29	COCCN(C(=O)c1ccc(F)cc1F)c1c(N)n(Cc2ccccc2)c(=O)[nH]c1=O
    83	108	119	100	108	108	97	120	102
30	Cc1nc2nc(C(F)(F)F)[nH]c2nc1C
    101	79	104	102	120	95	104	115	94

# Whole records as entered above. Order of screens: UO-31	SF-295	TK-10	U251	SF-539	SN12C	PC-3	DU-145	786-0
# Entry for O=[N+]([O-])c1ccc(O)cc1Br = 84	89	100	103	92	98	89	103	100
# Entry for Cc1ccc(N=C=Nc2ccc(C)cc2)cc1 = 98	106	129	110	115	102	93	·	112

# The listing picks up with the three entries that preceded the break.
# Values run as follows: UO-31	SF-295	TK-10	U251	SF-539	SN12C	PC-3	DU-145	786-0
28	Cc1nc(-c2cc3ccccc3c(N3CCN(C)CC3)n2)cs1
    67	93	98	96	85	90	87	109	93
29	COCCN(C(=O)c1ccc(F)cc1F)c1c(N)n(Cc2ccccc2)c(=O)[nH]c1=O
    83	108	119	100	108	108	97	120	102
30	Cc1nc2nc(C(F)(F)F)[nH]c2nc1C
    101	79	104	102	120	95	104	115	94
31	C=C(CBr)[C@@H]1CC[C@]2(C(=O)O)CC[C@]3(C)[C@H](CC[C@@H]4[C@@]5(C)CCC(=O)C(C)(C)[C@@H]5CC[C@]43C)[C@@H]12
    56	79	112	71	99	73	57	86	106
32	OCCc1cccc(C(F)(F)F)c1
    95	106	99	106	105	113	88	108	101
33	CCCCCC#Cc1ccc(C(=O)c2c(CCCC)oc3ccc([N+](=O)[O-])cc23)cc1
    63	93	100	98	95	90	85	101	97
34	CCC(=O)C12CCCC1=NC(=N)N=C2C1=NC(=N)N=C2CCCC21C(=O)CC (stereo not drawn)
    ·	99	101	98	100	105	101	113	105
35	CC/C(=C\c1ccc(OC)cc1)C(=O)c1ccc(OC)cc1
    81	77	92	92	96	92	76	105	97
36	CCOC(=O)c1c2c(c(-c3ccc(OC)cc3)n1Cc1ccccc1)CCCc1cnoc1-2
    75	88	117	93	94	87	68	96	97
37	CC(=O)SC(C(=O)O)(c1ccccc1)c1ccccc1
    83	93	101	100	101	106	99	107	104
38	O=C(Nc1ccc(S(=O)(=O)Nc2ccccn2)cc1)Nc1ccc(Cl)c(C(F)(F)F)c1
    81	67	94	69	85	49	41	76	81
39	CCc1ccc(C(c2ccc(CC)cc2)C(Cl)(Cl)CCl)cc1
    84	105	109	89	96	·	80	110	84
40	CN=C1Nc2cc(OC)c(OC)c(OC)c2C(c2cc(Cl)ccc2F)S1 (stereo not drawn)
    84	104	96	87	103	101	88	111	98
41	CCNC(=O)Nc1ncccc1OCc1ccc(F)cc1
    94	98	93	97	102	107	103	98	93
42	O/N=C1\C2CC=C(c3ccccc3)C1CCC2 (stereo not drawn)
    79	103	106	102	113	98	99	105	102
43	C(=N\Nc1ncnc2sc3c(c12)CCNC3)/c1cccc2ccccc12
    74	104	104	83	86	82	77	100	60
44	COc1ccc(-c2csc(N/N=C/c3cn(-c4ccc(C(=O)O)cc4)nc3-c3ccc(C(=O)O)cc3)n2)cc1
    75	105	168	106	95	104	100	110	104
45	Cc1cc(N=Nc2cc(S(=O)(=O)O)c3ccccc3c2N)ccc1-c1ccc(N=Nc2cc(S(=O)(=O)O)c3ccccc3c2N)cc1C
    98	122	97	119	108	115	91	120	108
46	CCN(CC)CCN1c2ccncc2Sc2ccncc21
    ·	99	115	96	105	100	98	130	133
47	Cc1c(-c2cnc3ccc(Br)cc3c2C(=O)O)nnn1-c1ccc(Cl)cc1
    82	98	104	102	96	98	92	112	96
48	C[N+](C)(CCCCCC[N+](C)(C)C1c2ccccc2-c2ccccc21)C1c2ccccc2-c2ccccc21
    89	·	112	96	102	108	98	118	112
49	O=c1sn(-c2cccc3ccccc23)c(=O)n1Cc1ccccc1
    86	105	96	97	114	95	90	108	107
50	CC1=C(C(=O)O)N2C(=O)[C@@H](NC(=O)C(N)c3ccccc3)[C@H]2SC1 (stereo partly drawn)
    78	97	113	105	101	101	95	116	97
51	Cc1ccc(NC(=O)N(C)C)c(C)c1
    79&88	100&98	108&103	110&112	96&100	101&102	102&90	91&105	104&109
52	CCN(CC)CCC(CNc1ccnc2cc(Cl)ccc12)c1ccc(Cl)cc1 (stereo not drawn)
    -85*	-75*	-8.9*	-61*	-78*	42	37	68	-59*
53	Cn1c(=O)c2[nH]c(CN3CCCCC3)nc2n(C)c1=O
    80	101	104	93	103	95	93	106	98
54	COCCn1cc(-c2csc(-c3c[nH]c4ccccc34)n2)c2cccnc21
    44	26	35	35	43	64	30	62	44
55	O=C(/C=C/c1ccc(Cl)cc1)c1c(O)c2ccccc2oc1=O
    88	94	109	104	106	97	97	103	97
56	O=c1ccc(=O)n(-c2nc(O)c(N=Nc3c(Cl)cccc3Cl)s2)[nH]1
    85	100	103	98	97	101	97	109	98
57	CC1=NNC(=O)C1
    106	102	93	109	104	103	98	117	100
58	OCc1ccccc1Cn1ccnc1
    96	86	94	96	103	101	103	106	103
59	COc1ccc(NC(=O)Nc2cnn(-c3ccc(S(N)(=O)=O)cc3)c2-c2ccc(OC)cc2)cc1
    76	106	89	98	102	110	107	105	104
60	COc1ccc(-c2nc3ccc(-c4nnc(SCC(=O)Nc5cc(OC)c(OC)c(OC)c5)o4)cc3[nH]2)cc1OC
    84	98	126	86	72	98	99	105	95

# Records 48 through 50 from above:
# Values run as follows: UO-31	SF-295	TK-10	U251	SF-539	SN12C	PC-3	DU-145	786-0
48	C[N+](C)(CCCCCC[N+](C)(C)C1c2ccccc2-c2ccccc21)C1c2ccccc2-c2ccccc21
    89	·	112	96	102	108	98	118	112
49	O=c1sn(-c2cccc3ccccc23)c(=O)n1Cc1ccccc1
    86	105	96	97	114	95	90	108	107
50	CC1=C(C(=O)O)N2C(=O)[C@@H](NC(=O)C(N)c3ccccc3)[C@H]2SC1 (stereo partly drawn)
    78	97	113	105	101	101	95	116	97

# (more compounds)
# Values run as follows: UO-31	SF-295	TK-10	U251	SF-539	SN12C	PC-3	DU-145	786-0
61	N=C(N)c1ccc(-c2ccc(-c3ccc(Cl)cc3Cl)s2)nc1
    91	58	122	-11*	83	81	73	29	85
62	COc1cc(/C(C#N)=C/c2ccc3c(c2OC)OCO3)cc2c1OCO2
    42	6.0*	54	19	4.2*	37	41	11	34
63	Cc1cccc2c(Cl)c3cccc(C)c3nc12
    92	97	105	89	100	99	94	108	92
64	CCCCC1CCc2cccc3c(SCC(=O)N(C)c4ccc(Br)cc4)cc[n+]1c23 (stereo not drawn)
    106	98	117	113	110	107	103	113	113
65	CSc1nnc2n(Cc3ccccc3)c(=O)c3c(C)c(C(N)=O)sc3n12
    80	95	105	105	·	96	97	116	95
66	O=C(CCc1nnc2sc(CCl)nn12)c1nc2ccccc2[nH]1
    84	101	133	101	118	96	104	·	101
67	CC(=O)Nc1ccc2c(c1)C(NC(=O)/C=C\C(=O)O)c1ccccc1-2 (stereo not drawn)
    81	109	106	107	103	99	98	109	109
68	COC(=O)/C(=C1/OC(=O)C(c2ccccc2)=C1O)c1ccccc1
    89	119	169	112	96	106	90	135	105
69	CC(C)C(=O)OCCOc1ccc(C(C)(C)C)cc1
    90	99	94	88	100	89	92	104	101
70	C#CC[C@@H]1C[C@]2(C)[C@H]3CC=C4[C@H]5[C@@H](C)[C@H](C)CC[C@]5(C(=O)NCCCCCCCCN)CC[C@@]4(C)[C@]3(C)CC[C@H]2C(C)(C)[C@H]1OC(C)=O
    67	·	80	-91*	84	76	-22*	42	81
71	Cc1cccc(CN(Nc2ccccc2)c2ccccc2)n1
    92	118	108	91	97	98	86	107	107
72	CCCC[C@@H](CC)COC(=O)C(C#N)=C(c1ccccc1)c1ccccc1
    61	63	128	96	97	76	67	·	79
73	Cc1cc(O)c(Cl)cc1O
    86	112	94	92	101	98	78	116	103
74	O=S(=O)(Oc1ccc(Cl)cc1Cl)c1ccccc1
    86	94	87	97	98	98	97	99	89
75	CSc1nc2[nH]c(N)nc(=S)c2[nH]1
    93	98	91	95	105	105	85	103	92
76	NC(N)=N/N=C/c1ccccc1Cl
    92	84	105	94	113	94	95	122	110
77	O=C1NC(O)(c2ccccc2)c2ccccc21 (stereo not drawn)
    87	107	98	106	98	90	97	113	100
78	NCCn1cc(-c2nc(-c3c[nH]c4ncccc34)cs2)c2cc(F)ccc21
    53	97	142	84	83	79	58	94	88
79	O=C(Nc1ccc([N+](=O)[O-])cc1)OC1CCS(=O)(=O)C1 (stereo not drawn)
    90	102	96	96	104	111	94	103	99
80	Cc1[nH]c(C(=O)Nc2ccc(C(N)=O)cc2OCc2cccc(C(=O)NCCN)c2)c(Cl)c1Cl
    84	102	120	91	97	102	94	106	103
81	O=C(O)CCCCc1ccc([N+](=O)[O-])cc1
    73&82	113	99&106	108&97	102&94	97&99	87&88	114&106	96&102
82	COc1ccc(Nc2n[nH]c(-c3ccc(Cl)cc3)c2C#N)cc1
    101	116	109	111	·	104	98	133	106
83	O=[N+]([O-])c1ccccc1Nc1cccc2ccccc12
    51	91	117	88	99	88	89	101	92
84	COc1cc(C(=O)NNC(=O)c2ccc(NC(=O)CN)cc2)cc(OC)c1OC
    74	106	95	98	100	99	73	106	107
85	N=C(N)c1ccc(N=NNc2ccc(C(=N)N)cc2)cc1
    91	93	118	103	96	78	101	99	100
86	CN(C)CCN1CCC(Cc2ccccc2)CC1
    78	99	105	104	95	74	96	112	97
87	NS(=O)(=O)c1ccc(-n2nc(-c3ccc(-c4ccccc4)cc3)ccc2=O)cc1
    89	94	135	109	98	110	102	114	99
88	Cc1cccc(C)c1NC(=O)Cn1c2ccc(Cl)cc2c2ccc([C@H](C)C(=O)O)cc21
    93	88	79	68	69	75	105	79	71
89	CCCc1c(CC)c(=N)c2ccccc2n1C
    38	-52*	74	43	68	73	67	62	41
90	COc1ccc(C2CCCCC2=O)cc1 (stereo not drawn)
    97	100	·	99	102	109	95	123	105
91	CCCCOC(=O)C(C)OC(=O)c1cccc(C(=O)OC(C)C(=O)OCCCC)c1 (stereo not drawn)
    79	103	118	101	96	104	95	108	97
92	CC(NC(=O)C1(NC(=O)OCc2ccccc2)CCCC1)C(=O)O (stereo not drawn)
    93	100	104	94	108	102	95	119	109

# Assay outcomes deposited in PubChem BioAssay by NCI.
